# Assay outcomes (PubChem BioAssay)
# SENP8 block-1: human SENP8 protease inhibitors, primary screen, biochemical, fluorescence, Nedd8 protein substrate, uHTS | recombinant SENP8 | inhibition, % at 20 µM | actives 0.64% (n = 360,000) | AID 602440, 2012; in the data active means inhibition mostly above about 40%, no sharp cut-off; inactive means mostly below about 27%
# Target sequence (Q96LD8 whole entry, looked up): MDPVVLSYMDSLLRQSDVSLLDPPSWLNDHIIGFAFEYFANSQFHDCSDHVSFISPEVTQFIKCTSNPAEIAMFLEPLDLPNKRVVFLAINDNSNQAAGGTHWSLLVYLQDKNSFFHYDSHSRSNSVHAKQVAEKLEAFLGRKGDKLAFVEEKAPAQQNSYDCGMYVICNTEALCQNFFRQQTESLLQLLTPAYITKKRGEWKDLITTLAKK
# Apaf1 inhib: inhibitors of human Apaf-1 apoptosome, primary screen, biochemical, DEVD-Rh110 fluorescence, uHTS | Apoptotic protease-activating factor 1 (Homo sapiens), O14727 | reconstituted apoptosome caspase-3 activity | inhibition, % at 20 µM | actives 0.71% (n = 330,000) | AID 489030, 2010; active means inhibition of at least 40% at 20 µM;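 further: plate controls were DMSO wells for no effect and DEVD-CHO caspase inhibitor wells for full effect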
#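 System – cell-free apoptosome with Apaf-1, procaspase-3 and caspase-9 · Buffer or medium – pH 7.5 Hepes buffer with CHAPS, BSA, DTT · Also added – cytochrome c with DEVD-Rh110 · Times – 30 min compound preincubation, 50 min activation, room temperature · Technique – Rh110 fluorescence intensity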
# SENP1 inh: human SENP1 catalytic domain inhibitors, primary screen, biochemical, FRET, uHTS; Sentrin-specific protease 1 (Homo sapiens), Q9P0U3; recombinant SENP1 catalytic domain, CyPet-SUMO1-YPet FRET cleavage; inhibition, % at 10 µM; actives 0.21% (n = 360,000);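 active means inhibition at least 30% at 10 µM, raw YFP signal under a set limit, fluorescence ratio 0.5 to 1.5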;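 further: 0% = enzyme with DMSO and 100% = no enzyme wells; some results filed as inactive read as strong as hits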
# Target sequence (Q9P0U3 419-644 limits assumed): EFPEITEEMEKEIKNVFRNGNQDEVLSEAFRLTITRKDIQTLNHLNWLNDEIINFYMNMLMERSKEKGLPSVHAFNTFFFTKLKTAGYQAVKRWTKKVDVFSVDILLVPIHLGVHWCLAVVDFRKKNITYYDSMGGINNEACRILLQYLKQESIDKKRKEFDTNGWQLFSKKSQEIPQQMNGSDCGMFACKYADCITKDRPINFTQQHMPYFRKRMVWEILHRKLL
#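 system = hSENP1 catalytic domain, recombinant | reagent = SFCypet-SUMO1-SFYpet substrate at 25 nM | doses = one dose per compound, 10 µM, 0.5% DMSO | incubation = enzyme reaction for 50 min at room temperature, dark | measured by = FRET, CFP and YFP emission | controls = no-enzyme low, enzyme-DMSO high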
# SENP8 block-2: SENP8 protease inhibitors, primary screen, biochemical, luminescence; Sentrin-specific protease 8 (Homo sapiens), Q96LD8; purified SENP8, Z-RLRGG-aminoluciferin cleavage; inhibition, % at 10 µM; actives 1.2% (n = 330,000); AID 2540, 2010; in the data active means inhibition above about 50%
# UBC13 inh: UBC13 polyubiquitin chain formation inhibitors, primary screen, biochemical, TR-FRET, uHTS. Ubiquitin-conjugating enzyme E2 N (Homo sapiens), P61088. inhibition, % at 20 µM. actives 0.47% (n = 330,000); in the data active means inhibition above about 45%, passing the limit was not always enough
# Target sequence (P61088 whole entry, looked up): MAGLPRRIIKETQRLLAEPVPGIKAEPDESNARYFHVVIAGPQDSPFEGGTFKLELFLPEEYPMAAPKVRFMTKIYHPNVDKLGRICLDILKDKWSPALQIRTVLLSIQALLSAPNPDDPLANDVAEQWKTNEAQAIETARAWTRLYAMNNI
# APOBEC3G inh: APOBEC3G DNA deaminase inhibitors, primary screen, biochemical, fluorescence, single-stranded DNA substrate, uHTS; inhibition, % at 20 µM; recombinant A3G, ssDNA deamination FAM/TAMRA fluorescence; AID 493012, 2011; DNA dC->dU-editing enzyme APOBEC-3G (Homo sapiens), Q9HC16; actives 0.28% (n = 330,000);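 active means inhibition of at least 40% at 20 µM, with no more than 30% in the related APOBEC3A deaminase screen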;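 further: plate controls were DMSO wells with A3G for no effect and wells lacking A3G enzyme for full effect; some compounds called inactive have numbers as strong as hits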
# SENP7 inh: SENP7 protease inhibitors, primary screen, biochemical, luminescence, uHTS | Sentrin-specific protease 7 (Homo sapiens), Q9BQF6 | recombinant SENP7, Z-RLRGG-aminoluciferin luminescence, 40 min | inhibition, % at 5 µM | actives 1.5% (n = 330,000) | AID 434973, 2010;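 active means inhibition above about 50% at the single test dose, limit read from the data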;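 further: plate controls were DMSO with enzyme for no effect and no enzyme buffer wells for full effect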
# Target sequence (Q9BQF6 706-1050 limits assumed): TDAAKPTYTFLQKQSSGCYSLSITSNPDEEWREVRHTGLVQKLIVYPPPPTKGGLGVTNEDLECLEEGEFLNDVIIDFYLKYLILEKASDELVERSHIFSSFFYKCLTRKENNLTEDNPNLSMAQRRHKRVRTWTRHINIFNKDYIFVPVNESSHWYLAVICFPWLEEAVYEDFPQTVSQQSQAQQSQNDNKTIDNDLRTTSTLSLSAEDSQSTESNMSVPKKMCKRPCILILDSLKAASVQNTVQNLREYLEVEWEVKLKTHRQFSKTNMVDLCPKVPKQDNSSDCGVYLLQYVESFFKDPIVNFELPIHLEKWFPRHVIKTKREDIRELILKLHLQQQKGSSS
# SENP6 block: SENP6 protease inhibitors, primary screen, biochemical, luminescence, uHTS. Sentrin-specific protease 6 (Homo sapiens), Q9GZR1. Recombinant SENP6 catalytic domain, aminoluciferin luminescence. inhibition, % at 10 µM. actives 1.8% (n = 330,000). AID 2599, 2010;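 active means inhibition above about 50% at the single tested dose, limit read from the data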;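 further: plate controls were DMSO wells with enzyme for no effect and DMSO wells lacking enzyme for full effect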
# Starred values were filed as active, the others as inactive; . = not tested or not shown. Rows are unselected. About 3.6% of those tested had a hit in this group.
SMILES,SENP8 block-1,Apaf1 inhib,SENP1 inh,SENP8 block-2,UBC13 inh,APOBEC3G inh,SENP7 inh,SENP6 block
Cc1cc(=O)c2c(O)c(O)ccc2o1,-65,6,0,-3,9,9,0,-14
COc1cccc(CNC(=O)CS(=O)(=O)Cc2nc(-c3ccc(C)cc3)oc2C)c1OC,-4,17,-1,-12,-5,-12,-14,-4
O=C(Cc1cc(C(=O)O)c2ccccc2n1)Nc1ccccc1,-2,5,2,0,-7,-1,0,0
COc1ccc(CCNC(=O)CCNS(=O)(=O)c2cccc3nonc23)cc1OC,0,-6,1,-1,0,-3,80*,-11
NC(=O)CCSC(=S)N1CCOCC1,0,-2,0,-6,2,9,2,1
c1ccc(Oc2nnc(-c3cccs3)c3ccccc23)cc1,5,18,1,-8,-6,-2,-9,7
CN(CC(=O)O)S(=O)(=O)c1ccc2c(c1)NC(=O)CC(=O)N2,7,-23,1,-1,-3,-4,10,-5
Oc1ccc(Cl)cc1CNCc1ccc(F)c(F)c1,11,2,2,-9,19,-6,5,-9
CC(C)Cn1c(N)c(C(=O)COC(=O)c2cc(S(=O)(=O)N3CCOCC3)ccc2Br)c(=O)n(C)c1=O,-12,3,-3,-8,-14,-1,-3,-15
C=CCSc1nc(N)cc(=O)[nH]1,11,-30,-2,4,-4,0,2,0
Cn1c(SC/C=C/c2ccccc2)nnc1-c1cccs1,24,3,2,-13,-10,-5,-13,-1
COc1ccc(Cc2nc(-c3ccc(Cl)cc3)no2)cc1,9,20,0,-12,-3,4,3,-21
CC1Cc2ccccc2N1C(=O)Cn1nnc(-c2ccccc2NC(=O)C2CCC2)n1 (stereo not drawn),-3,16,-2,3,3,12,7,21
CC(=O)Nc1ccc(S(=O)(=O)N2CCN(C(=O)c3ncoc3-c3ccccc3)CC2)cc1,4,7,0,-8,0,2,8,-4
Cc1ccccc1N1CCN(S(=O)(=O)CC23CCC(CC2=O)C3(C)C)CC1 (stereo not drawn),13,9,3,2,0,-6,7,-6
O=C1CC(c2cccc(Br)c2)C2=C(COC2=O)N1 (stereo not drawn),8,11,0,6,1,-4,-1,-7
CN(NC(=O)c1cccc(Cl)c1)c1nc(-c2ccccc2)nnc1C(F)(F)F,29,20,2,-7,-8,-6,-9,-17
COc1ccc(/C=N/NC(=O)CNC(=O)c2cccs2)cc1,9,10,3,-5,-7,-4,-6,-9
COc1ccc(C(=O)COC(=O)CCN2C(=O)C3C4CCC(C4)C3C2=O)cc1 (stereo not drawn),8,-10,3,-13,2,-1,-8,-5
Cc1ccccc1S(=O)(=O)Cc1ccc(C(=O)NCc2ccccc2)o1,7,-8,-2,-10,-2,-6,10,-7
CCC(=O)Nc1ccc2c(c1)ncn2-c1ccccc1C,5,11,1,-15,-6,-20,-13,1
Nc1ncnc(Nc2cccc(F)c2)n1,9,-10,3,-9,10,-3,2,-10
COc1ccc(CNC2CCSc3ccccc32)cc1OC (stereo not drawn),23,1,-4,2,6,-3,-1,4
CN1C(=O)C(C)(C)N(C(=O)c2cccc([N+](=O)[O-])c2)c2ccccc21,15,6,0,2,-4,6,-5,22
Cc1c(NC(=O)COC(=O)c2ccc(F)c(S(=O)(=O)N3CCOCC3)c2)c(=O)n(-c2ccccc2)n1C,-4,0,1,-5,2,13,10,-4

# One compound at a time, from the list above. Screens in order: SENP8 block-1	Apaf1 inhib	SENP1 inh	SENP8 block-2	UBC13 inh	APOBEC3G inh	SENP7 inh	SENP6 block
# CN1C(=O)C(C)(C)N(C(=O)c2cccc([N+](=O)[O-])c2)c2ccccc21 in the list: 15	6	0	2	-4	6	-5	22
# COc1ccc(Cc2nc(-c3ccc(Cl)cc3)no2)cc1 in the list: 9	20	0	-12	-3	4	3	-21

# The listing continues.
SMILES,SENP8 block-1,Apaf1 inhib,SENP1 inh,SENP8 block-2,UBC13 inh,APOBEC3G inh,SENP7 inh,SENP6 block
CC(=O)c1cn(CC(=O)Nc2ccc(C)cc2)c2ccccc12,35,8,2,-6,6,-4,10,-14
O=C(Nc1nc(-c2cccc([N+](=O)[O-])c2)cs1)c1cccc([N+](=O)[O-])c1C(=O)O,8,-3,2,-2,-6,-10,1,-3
O=C(N/N=C/c1ccco1)c1cc(-c2cccs2)[nH]n1,6,-7,-2,-6,2,-4,4,-8
Cc1ccccc1NC(=O)CSc1nnc(-c2ccoc2C)n1CCc1ccccc1,33,21,-4,-6,24,-7,-7,-21
Cc1cc(C)n2nc(C(=O)OCC(=O)Nc3ccc4c(c3)OC(F)(F)O4)nc2n1,20,-8,-2,3,4,-4,7,2
CC[C@@]1(C(=O)OC)N[C@H](CN(C)S(=O)(=O)c2ccc(-c3ccccc3)cc2)[C@@H]2C(=O)N(Cc3ccccc3)C(=O)[C@@H]21,14,16,2,5,0,0,4,15
Cc1cc(NC(=O)CSc2nnc(C3COc4ccccc4O3)n2C)no1 (stereo not drawn),11,-6,0,-5,0,1,1,7
CCCCCCC(=O)NCC(=O)OCC(=O)c1ccccc1,27,-7,-1,2,-11,-7,-5,-3
CCN(CC(=O)NCc1ccc(Cl)cc1)C(=O)COc1ccc(C)cc1C,9,17,2,-5,-6,22,-4,-16
COc1ccc(NC(=O)C(=O)NNC(=O)c2cccs2)c(OC)c1,27,-4,0,-2,-4,-2,1,-10
COCCn1c(-c2ccc(-c3ccc([N+](=O)[O-])cc3Br)o2)nc2c1c(=O)[nH]c(=O)n2CC(C)C,-194,23,-36,7,-10,13,8,8
O=C(OCC(=O)N1CCCC1=O)C1CCN(S(=O)(=O)c2ccc(Cl)c(C(F)(F)F)c2)CC1,7,12,0,-18,-11,-8,-9,-13
COc1cccc(NC(=O)COc2c(F)c(F)c(C(F)(F)F)c(F)c2F)c1,8,9,2,-9,6,0,9,-1
Cc1ccc(Cl)c(OC(=O)c2ccc(N3CCOCC3)c([N+](=O)[O-])c2)c1,11,2,2,-12,9,-4,-5,-2
Cc1onc(-c2ccccc2Cl)c1C(=O)N1CCCC1,4,0,2,-7,0,4,2,-12
Cc1cccc(C)c1NC1=NC(=S)N(c2ccccc2)C12CCOC(C)(C)C2 (stereo not drawn),19,18,0,2,-1,-3,4,-26
CC1C2C(c3ccccc3)N(C)C(=O)N(C)C2N(C)C(=O)N1C (stereo not drawn),23,-9,-11,-6,-7,-2,13,3
Cc1cc(-c2nnc(SCC(=O)NC3CCCC3)o2)no1,9,-8,3,-1,3,3,9,-5
OC(COc1ccc(Cl)cc1)CN1CCN(c2cccc(Cl)c2)CC1 (stereo not drawn),16,26,1,2,-5,-7,1,-17
O=C(OCc1ccccc1)c1cccc(-c2nnc(-c3ccccc3)o2)c1,19,12,1,-10,8,-3,35,0
Cc1cc(C(=O)Nc2ccccc2C)c2ccccc2n1,0,0,1,-12,-4,2,-10,-10
Cc1ccc(-n2c(CNc3cccc(Cl)c3)n[nH]c2=S)cc1,7,4,0,-5,5,-1,12,2
CC(C)[C@H](NC(=O)NC1CCN(Cc2ccccc2)CC1)C(=O)O,17,-24,-3,8,6,-3,6,-7
Cc1nn(C)cc1CNCc1c(C(=O)N2CCCCC2)nc2c(C)cccn12,-6,-4,-5,9,8,-2,4,5
Cc1oc(-c2ccccc2)nc1C(=O)OCC(=O)NC(C)c1ccccc1 (stereo not drawn),-21,20,-7,-13,-14,-6,-9,-13
SMILES,SENP8 block-1,Apaf1 inhib,SENP1 inh,SENP8 block-2,UBC13 inh,APOBEC3G inh,SENP7 inh,SENP6 block
O=C(COC(=O)c1cc(S(=O)(=O)N2CCOCC2)ccc1Cl)Nc1ccccc1Cl,-2,14,1,1,0,-4,-2,3
COc1ccccc1C(=O)N/N=C(\C)c1ccc(NC(=O)C2CC2)cc1,-10,-8,3,-5,9,-2,1,-6
COc1ccccc1-c1oc2ccccc2c1C#CCCO,-481,13,0,-12,4,-11,-6,-6
O=C(Nc1nc(-c2ccc(F)cc2)cs1)c1cccc(N2C(=O)CCC2=O)c1,-16,20,0,-4,4,5,-1,-7
CCC(CC)C(=O)NCCCN1CCOCC1,16,-6,1,-6,-12,-4,1,-5
COc1ccc(OC)c(-c2cc(C(=O)Nc3c(C)nn(Cc4ccccc4Cl)c3C)no2)c1,-296,-1,-4,-4,20,-3,3,-13
CCCCN(CC)S(=O)(=O)c1ccc(C(=O)N(CCCN(C)C)c2nc3cc(C)cc(C)c3s2)cc1,20,47*,-4,-7,80*,-7,3,-1
O=C(Nc1ccc(S(=O)(=O)N2CCOCC2)cc1)C1CC(=O)N(c2ccc(F)cc2)C1 (stereo not drawn),8,2,0,-3,4,-4,4,-19
O=CNCc1nc2ccccc2n1CCc1ccccc1,4,2,0,-2,-7,2,-16,-26
O=C(CCc1ccccc1)NC1(Cc2ccccc2)CCN(CCc2cccs2)C1=O (stereo not drawn),18,11,2,3,15,-14,2,6
COC(=O)c1ccc(CNC(=O)Cn2cnc3c(NCc4ccccc4)ncnc32)cc1,20,5,0,.,.,6,7,.
CCN(CC)C(=O)c1ccc2c(c1[N+](=O)[O-])C(=O)c1ccccc1C2=O,.,1,.,5,-17,1,6,6
CC1CCc2c(sc3nc(SCC(=O)O)n(-c4ccccc4)c(=O)c23)C1 (stereo not drawn),13,-4,2,-6,-4,-3,0,-15
COc1ccc(-c2nc3ccccc3n2Cc2ccccc2)cc1,1,12,1,5,6,-1,1,-6
COc1ccccc1C(=O)Oc1ccc(C(C)(C)C)cc1,14,14,1,-5,9,-4,16,40
COc1cccc(CNC(=O)CCCN2C(=O)C(c3ccccc3)Oc3cccnc32)c1OC (stereo not drawn),8,4,-2,4,-2,0,3,-10
Cn1nc(C(=O)NCc2ccccn2)c2ccccc2c1=O,24,-2,2,-2,-6,2,6,4
Cc1cc(C)c2nc(Cl)c(CN(Cc3ccco3)C(=O)Nc3ccccc3C)cc2c1,20,-7,2,-4,-4,-6,-2,-16
O=C(COC(=O)Cn1cc(C(F)(F)F)ccc1=O)Nc1ccccc1,16,0,3,3,-5,-2,4,3
Cc1ccc(C2CC(c3ccco3)=NN2S(C)(=O)=O)cc1 (stereo not drawn),9,3,-1,-12,-10,-4,-6,-6
CCOC(=O)N1CCN(C(=O)c2ccc(OC)c(OC)c2)CC1,5,4,-1,6,-8,-6,6,6
CC(C)(C)C(=O)NC(=S)NNC(=O)C(c1ccccc1)c1ccccc1,28,-13,5,0,8,-4,3,-11
COc1ccc2[nH]c3c(c2c1)CCN1C(=O)C(CC(=O)NCCCN(C)C)C[C@H](C(=O)N2CCCCC2)[C@@]31C (stereo partly drawn),12,10,4,.,.,1,-1,.
CCc1nc2ccc(C(=O)NCCCN3CCN(c4ccc(F)cc4)CC3)cc2nc1CC,34,9,1,3,24,-4,3,13
COn1c(-c2ccc(C)cc2)nc2ncccc21,-48,-1,-38,-8,1,-9,-2,-17
CCN(CC)C(=O)c1ccc(S(=O)(=O)NCc2cccnc2)cc1,9,-5,1,0,-4,-4,1,-6
COc1ccc(Nc2nc(C)nc3c2oc2ccccc23)c(OC)c1,-217,8,0,4,8,0,9,5

# Marked active in SENP7 inh, among the entries above:
Compound,SENP8 block-1,SENP1 inh,UBC13 inh,APOBEC3G inh,SENP7 inh,SENP6 block
COc1ccc(CCNC(=O)CCNS(=O)(=O)c2cccc3nonc23)cc1OC,0,1,0,-3,80*,-11
